Assay outcomes from PubChem BioAssay.
TRHR PAM = qHTS for Small Molecule Agonists and Allosteric Enhancers of Human TRH Receptor: Primary Screen for Enhancers; 0.66% of 360,000 active; enhancement, % at 2 µM; TRHR cells, fluo-8 calcium fluorescence, EC20 TRH enhancement; Thyrotropin-releasing hormone receptor (Homo sapiens), P34981; in the data active = enhancement above about 30%; also: 0% is about no effect
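Enhancer read-out: after compound pinning and an initial kinetic agonist-mode read, an EC20 of TRH (10 nM final) was injected and fluo-8 calcium signal (Ex 480/Em 530) followed at 1 s/cycle for 100 cycles in TRHR-expressing cells.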
RXFP1 agonist = qHTS Assay for Agonists of the Relaxin Receptor RXFP1 | 0.3% of 370,000 active | HEK293T-RXFP1 cAMP TR-FRET, 30 min; response scale: percent of porcine relaxin response, buffer zero | Relaxin receptor 1 (Homo sapiens), Q9HBX9 | Potency, µM (top dose mostly 57.5 µM), for the others: at the top dose activation, most hits filed as activators; also: potency is read from the fitted curve at half-maximal effect; % is scaled to controls: 0 for no effect and ±100 for the full control effect; nearly all actives have a fitted effect of over 60% in size; many of its hits are not listed in these tables
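HEK293 cells stably expressing RXFP1, treated 30 min at 37C with compounds plus PDE4 inhibitor Ro 20174; cAMP measured by HTRF TR-FRET. Normalized to buffer and 29 nM porcine relaxin; EC50 by Hill fit.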
D1 antag = Antagonist of Human D 1 Dopamine Receptor: qHTS; D(1A) dopamine receptor (Homo sapiens), P21728; HEK293 TREx D1 cells, calcium flux, dopamine EC80; hits give low values; activity change, negative = inhibition, % at 10 µM; 3.2% of 360,000 active; AID 504652, 2011; in the data active = activity change below about -30%; also: % is scaled to controls: 0 for no effect and ±100 for the full control effect
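Calcium flux readout: force-coupled, inducible Hek293 Trex D1 line, cells induced overnight at 30 C with tetracycline, dye-loaded 30–90 min at RT. Antagonism scored against EC80 dopamine challenge given 180 s after compound.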
RXFP1 antagonist = qHTS Assay for Antagonists of the Relaxin Receptor RXFP1 | activity change, negative = inhibition, % at 57.5 µM | Relaxin receptor 1 (Homo sapiens), Q9HBX9 | 0.59% of 350,000 active | HEK293-RXFP1, relaxin-stimulated cAMP HTRF, 30 min; hits give low values;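 active = activity change of -60% or lower, but not beyond a set lower limit; inconclusive = change between -60% and -40%, or beyond the set limit; inactive = change above -40%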; also: % is scaled to controls: 0 for no effect and ±100 for the full control effect
D1 potentiator = Potentiators of Human D1 Dopamine Receptor: qHTS; HEK293 TREx D1 cells, calcium flux, dopamine EC20 potentiation; 0.036% of 360,000 active; D(1A) dopamine receptor (Homo sapiens), P21728; potentiation, % at 10 µM; in the data active = potentiation above about 30%; also: 0% is about no effect
D1 agonist = Allosteric Agonists of the Human D1 Dopamine Receptor: qHTS | HEK293 T-REx D1 cells, calcium flux, agonist mode | activation, % at 2 µM | 1% of 360,000 active; in the data active = activation above about 30%; also: 0% is about no effect
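Tetracycline-induced HEK293 TREx D1 cells, force-coupled to calcium signalling, were dye-loaded with a no-wash calcium kit. Compound was pin-added after a 10 s baseline. Fluorescence was read kinetically at 1 cycle/s for 180 s, with calcium rises flagged as agonism.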
Anesthetic bind = qHTS Assay for Identification of Novel General Anesthetics; AID 485281, 2010; Ferritin light chain (Equus caballus), P02791; apoferritin/1-aminoanthracene competitive binding, fluorescence; Potency, µM (highest dose often 77.5 µM), for the others: top-dose activity change, negative = displacement, usual class: inhibitors; 0.074% of 350,000 active; also: potency is read from the fitted curve at half-maximal effect; % is scaled to controls: 0 for no effect and ±100 for the full control effect; nearly all actives have a fitted effect of over 20% in size
Target sequence (P02791 2-175 limits assumed): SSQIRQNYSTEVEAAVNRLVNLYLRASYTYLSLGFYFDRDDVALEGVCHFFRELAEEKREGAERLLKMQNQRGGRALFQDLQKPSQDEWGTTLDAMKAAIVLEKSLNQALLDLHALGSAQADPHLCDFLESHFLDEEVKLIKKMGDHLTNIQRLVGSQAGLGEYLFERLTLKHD
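In PBS, apoferritin at 10 uM is loaded with 1-AMA from a 50% saturated solution. After 10 min of compound exposure at ambient temperature, reduced 535 nm fluorescence indicates probe displacement.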
TRHR agonist = qHTS for Small Molecule Agonists and Allosteric Enhancers of Human TRH Receptor: Primary Screen for Agonists; 0.18% of 360,000 active; activation, % at 2 µM; Thyrotropin-releasing hormone receptor (Homo sapiens), P34981; TRHR cells, calcium flux fluo-8, FDSS agonist mode; in the data active = activation above about 30%; also: 0% is about no effect
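Fluo-8-loaded TRHR cells; 10 s baseline, compound added, kinetic Ca2+ fluorescence read 1/s, agonist mode.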
D2 PAM = HTS Assay for Positive Allosteric Modulators of the Human D2 Dopamine Receptor: Primary Screen for Potentiators; HEK293 T-REx D2, calcium flux, EC20 dopamine potentiation; potentiation, % at 10 µM; AID 485347, 2010; 0.34% of 340,000 active;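 active = potentiation over 3 SD above the plate norm, cut at about 30% in these data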; also: 0% is about no effect
Target sequence (P14416 whole entry, looked up): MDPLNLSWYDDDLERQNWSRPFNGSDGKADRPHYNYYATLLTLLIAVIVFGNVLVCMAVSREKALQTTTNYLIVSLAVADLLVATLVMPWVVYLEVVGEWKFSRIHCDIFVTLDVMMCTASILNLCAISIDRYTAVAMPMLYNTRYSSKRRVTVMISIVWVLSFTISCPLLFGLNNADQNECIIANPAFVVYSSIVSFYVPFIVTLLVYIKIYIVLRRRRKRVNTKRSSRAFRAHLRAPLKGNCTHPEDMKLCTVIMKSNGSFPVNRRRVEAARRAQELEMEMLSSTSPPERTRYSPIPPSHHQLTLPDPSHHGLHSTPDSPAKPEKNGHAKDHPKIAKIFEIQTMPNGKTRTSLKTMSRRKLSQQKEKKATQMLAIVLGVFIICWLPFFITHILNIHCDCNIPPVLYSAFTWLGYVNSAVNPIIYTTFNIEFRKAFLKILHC
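Potentiation of an EC20 dopamine calcium response measured kinetically over 180 s, after a preceding 180 s compound-only read flagging agonists. Cells: inducible Hek293 Trex D2 line, 4000/well, cultured overnight at 30 C before dye loading.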
* hit, by the source's call; ? = inconclusive; nt = not tested or not shown; [ ] = remark or other dose. Unless noted, calls follow the shape of the dose curve; as a rule, active = well fitted curve in the direction sought with a large enough effect; inconclusive = small, poorly fitted or top-dose-only effect, or another doubt; inactive = no such curve, though single readings can be large; an effect the other way counts as inactive or inconclusive. Not all compounds are listed, so the mix of outcomes need not match the whole.

Screens by letter – A = TRHR PAM; B = RXFP1 agonist; C = D1 antag; D = RXFP1 antagonist; E = D1 potentiator; F = D1 agonist; G = Anesthetic bind; H = TRHR agonist; I = D2 PAM
1: C/C(=N\NC(=O)CNC(=O)C(c1ccccc1)c1ccccc1)c1ccc(C(C)(C)C)cc1
  A: -1; B: -0.9%; C: -1; D: -17; E: 0; F: 2; G: -12%; H: 0.3; I: 11

2: COc1ccc(NS(=O)(=O)c2ccc(O)c(NC(=O)c3ccc(S(=O)(=O)N4CCCC4)cc3)c2)cc1
  A: 4; B: -1.5%; C: -15; D: -60*; E: 1; F: 2; G: -19%; H: 0.3; I: -1

3: O=C(NCCCCNC(=O)C(F)(F)F)C(F)(F)F
  A: 0; B: 1.6%; C: -2; D: 4; E: 0; F: 7; G: -1%; H: 0.1; I: 13

4: CC1CCN(C(=O)Cn2cnc3c2c(=O)n(C)c(=O)n3C)c2ccccc2S1 (centres undefined)
  A: 0; B: 3.8%; C: -3; D: -12; E: -1; F: 0; G: 1%; H: 0.2; I: 1

5: Cn1c(=O)c([N+](=O)[O-])c(-n2ccnc2)c2ccccc21
  A: 6; B: 1.6%; C: 5; D: -110*; E: 0; F: 2; G: -10%; H: 0.4; I: -14

6: Cc1cc(C)c2cc(C#N)c(SCC(=O)Nc3ccc4c(c3)OCO4)nc2c1
  A: -4; B: 0.0%; C: 8; D: 11; E: -3; F: 1; G: -10%; H: 0.4; I: 9

7: CC(=O)c1sc(-c2ccccc2Cl)nc1C
  A: -3; B: 12%; C: 1; D: 0; E: -4; F: 5; G: -9%; H: 0.6; I: -5

8: CN(C(=O)CSc1nnc(NCc2ccccc2)s1)C1CCS(=O)(=O)C1 (centres undefined)
  A: 1; B: -1.0%; C: -19; D: -8; E: -4; F: 0; G: -3%; H: 0.8; I: -3

9: O=C(CCCN=C1NS(=O)(=O)c2ccccc21)OCc1ccccc1
  A: 9; B: -2.5%; C: 12; D: -9; E: -6; F: 9; G: nt; H: -0.2; I: 2

10: Cc1ccc(OCc2nnc(NC(=O)c3cccnc3)s2)cc1
  A: 14; B: 0.0%; C: -2; D: -2; E: -7; F: 2; G: -8%; H: -0.8; I: -9

(11) CCOc1ccccc1N(CC(=O)N1CCc2ccccc2C1)S(=O)(=O)c1ccccc1
(12) Cc1ccc(NC(=O)CN2CCN(CCN=CC3=C(O)CC(c4ccccc4)CC3=O)CC2)cc1 (centres undefined)
(13) O=C(COc1cccc2ccccc12)NNC(=O)[C@@H]1CCCC[C@@H]1C(=O)O
(14) Cc1ccc(C(=O)Nc2cc(=O)n(C)c(=O)n2C)o1
(15) CN(C)c1ccc(NC(=S)NC23CC4CC(CC(C4)C2)C3)cc1
(16) Cn1c2c(c(=O)[nH]c1=O)C(c1ccc(O)cc1)C1=C(N2)c2ccccc2C1=O (centres undefined)

Compound	11	12	13	14	15	16
TRHR PAM	-1	11	0	7	4	-6
RXFP1 agonist	-3.0%	-1.2%	-0.9%	-0.2%	0.5%	-3.7%
D1 antag	-18	-13	-10	-12	7	-29
RXFP1 antagonist	-3	-1	1	-4	3	-23
D1 potentiator	-1	-6	-9	-5	2	-18
D1 agonist	2	-1	1	2	-4	-2
Anesthetic bind	55%[activator]	6%	?	8%	5%	-8%
TRHR agonist	-0.3	0.2	0.3	-0.3	0.3	0.3
D2 PAM	7	7	-8	2	13	4

3 of the entries above in order of their number in D1 potentiator, low to high:
item | Structure | TRHR PAM | D1 antag | RXFP1 antagonist | D1 potentiator | D1 agonist | Anesthetic bind | TRHR agonist | D2 PAM
12 | Cc1ccc(NC(=O)CN2CCN(CCN=CC3=C(O)CC(c4ccccc4)CC3=O)CC2)cc1 (centres undefined) | 11 | -13 | -1 | -6 | -1 | 6% | 0.2 | 7
14 | Cc1ccc(C(=O)Nc2cc(=O)n(C)c(=O)n2C)o1 | 7 | -12 | -4 | -5 | 2 | 8% | -0.3 | 2
15 | CN(C)c1ccc(NC(=S)NC23CC4CC(CC(C4)C2)C3)cc1 | 4 | 7 | 3 | 2 | -4 | 5% | 0.3 | 13

Next section:
(17) Cc1cc(C)c(NC(=O)c2sc3nc4c(cc3c2N)C(=O)CC(C)(C)C4)c(C)c1
(18) CCC1(C)Cc2nc3sc(C(=O)O)c(N)c3cc2CO1 (centres undefined)
(19) O=S(=O)(c1ccccc1)c1nc(-c2ccc(F)cc2)oc1N1CCCCCC1
(20) COc1ccccc1C(=O)OCC(=O)Nc1ccc(Cl)cn1
(21) COc1ccc(C(=O)OCC(=O)NCc2ccccc2)c(OC)c1OC
(22) Cc1nn(-c2ccccc2)c2c1C(c1ccccc1)C(C#N)=C(N)O2 (centres undefined)
(23) O=C(c1ccncc1)c1ccc([N+](=O)[O-])cc1

Compound	17	18	19	20	21	22	23
TRHR PAM	4	6	2	-11	3	5	2
RXFP1 agonist	3.1%	0.3%	0.0%	-1.6%	-2.0%	-1.8%	0.9%
D1 antag	2	4	3	12	6	7	-3
RXFP1 antagonist	-15	7	-14	-2	-3	0	3
D1 potentiator	2	-6	4	-1	0	-8	-1
D1 agonist	3	3	2	0	3	3	0
Anesthetic bind	-11%	-11%	84%[activator]	-11%	-5%	-1%	-11%
TRHR agonist	-0.1	1.6	0.4	-1.3	-0.2	0.7	0.5
D2 PAM	-10	0	9	-15	6	-7	-5

Structures shown so far that contain four or more nitrogen atoms (six):
(4) CC1CCN(C(=O)Cn2cnc3c2c(=O)n(C)c(=O)n3C)c2ccccc2S1 (centres undefined)
(5) Cn1c(=O)c([N+](=O)[O-])c(-n2ccnc2)c2ccccc21
(8) CN(C(=O)CSc1nnc(NCc2ccccc2)s1)C1CCS(=O)(=O)C1 (centres undefined)
(10) Cc1ccc(OCc2nnc(NC(=O)c3cccnc3)s2)cc1
(12) Cc1ccc(NC(=O)CN2CCN(CCN=CC3=C(O)CC(c4ccccc4)CC3=O)CC2)cc1 (centres undefined)
(22) Cc1nn(-c2ccccc2)c2c1C(c1ccccc1)C(C#N)=C(N)O2 (centres undefined)

Compound	4	5	8	10	12	22
TRHR PAM	0	6	1	14	11	5
RXFP1 agonist	3.8%	1.6%	-1.0%	0.0%	-1.2%	-1.8%
D1 antag	-3	5	-19	-2	-13	7
RXFP1 antagonist	-12	-110*	-8	-2	-1	0
D1 potentiator	-1	0	-4	-7	-6	-8
D1 agonist	0	2	0	2	-1	3
Anesthetic bind	1%	-10%	-3%	-8%	6%	-1%
TRHR agonist	0.2	0.4	0.8	-0.8	0.2	0.7
D2 PAM	1	-14	-3	-9	7	-7
